KCNH2 3.1 inh: qHTS for Inhibitors of KCHN2 3.1: Mutant qHTS | U2OS KCNH2 3.1, thallium flux FluxOr; hits give low values | Potassium voltage-gated channel subfamily H member 2, brain isoform KCNH2 3.1 (human) | AID 720553, 2013 | hit rate 0.95% among 340,000 | activity change, % (tested at about 1.8 µM);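 active means maximum activity change below -70%; inconclusive means maximum activity change from -70% to -50%; inactive means maximum activity change above -50%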;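 further: thallium influx rate constant from kinetic fluorescence after stimulation buffer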
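FluxOr-based Tl+ influx in U2OS cells transduced with KCNH2 3.1 virus; rate constants normalized to DMSO controls.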
uPA surface inh: qHTS for Inhibitors of Cell Surface uPA Generation; cell surface uPA generation assay, qHTS; Potency, µM (top dose mostly 38.3 µM), for inactives: at the top dose activity change, negative = inhibition, hits mostly inhibitors; hit rate 0.31% among 330,000; AID 540303, 2011; active means well fitted inhibition curve with a large enough effect; inconclusive means small, poorly fitted or top-dose-only effect; inactive means no such curve, though single readings can be large or run the other way; tested in mouse RAW 264.7 cells; further: potency means the concentration at half of the fitted maximal effect; nearly all actives have a fitted effect of over 55% in size
KCNH2 WT inh: qHTS for Inhibitors of KCHN2 3.1: Wildtype qHTS. Voltage-gated inwardly rectifying potassium channel KCNH2 (Homo sapiens), Q12809. U2OS, BacMam KCNH2, thallium flux FluxOr; hits give low values. activity change, % at 1.84 µM. hit rate 0.37% among 340,000;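 active means maximum activity change below -70%; inconclusive means maximum activity change between -70% and -50%; inactive means maximum activity change above -50%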
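U2OS cells were transduced with wild-type KCNH2 virus (2.03 x 10^8 / mL) for 4 h at room temperature, then cultured overnight at 37 C. Thallium flux was read with FluxOr dye. Rate constants were normalized to DMSO controls.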
BCR signal inh: qHTS Assay to Find Inhibitors of Chronic Active B-Cell Receptor Signaling | ABC-DLBCL IkBa-CBG/CBR reporter, luminescence ratio, 4 h | Potency, µM (series often up to 46.1 µM), for the others: at the highest dose ratio change, negative = lower green/red ratio, usual class: inhibitors | hit rate 0.05% among 340,000 | AID 493014, 2011; active means well fitted inhibition curve with a large enough effect in the signal ratio, with a control signal flat, not every such curve was filed as active; inconclusive means small, poorly fitted or top-dose-only effect, or effect the other way, or a change in a side signal; the % refers to the signal ratio;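 further: potency means the concentration at half of the fitted maximal effect; plate controls were basal doxycycline-induced cells for no effect and cells given 10 µM MG132 for full effect; MG132 reads +100%, hits lower the ratio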
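Compounds up to 46 uM were incubated four hours with TMD8 cells whose green CBG68 luciferase is fused to IkappaBalpha; red CBR luminescence normalised the signal, and concentration-effect curves were fitted to fusion, red and ratio data.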
Giardia kill: Small Molecules that selectively kill Giardia lamblia: qHTS. activity change, % at 7.66 µM, hits read low. Giardia lamblia trophozoite viability. hit rate 0.15% among 340,000; in the data active means activity change below about -80%; inconclusive means between about -30% and that limit;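 further: parasites exposed to compound for two days anaerobically before the ATP read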
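Giardia lamblia trophozoites (100 cells/well) were incubated with compounds for 48 h at 37 deg C under anaerobic conditions. Viability was read as ATP content by one-step luminescence after 15-30 min at room temperature.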
FBPA coupling cs: qHTS Assay for Inhibitors of Fructose-1,6-bisphosphate Aldolase from Giardia Lamblia: Coupling assay counterscreen; coupling enzyme system counterscreen, AmpLite Red fluorescence; activity change, negative = inhibition, % at 58.2 µM, hits read low; hit rate 0.67% among 290,000; AID 2472, 2010; in the data active means activity change below about -30%
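Counterscreen of the coupled detection system alone, without aldolase: glyceraldehyde-3-phosphate coupling enzymes plus AmpLite Red readout. Compounds at 57.5 uM final, 10 min RT preincubation, 20 min RT reaction, fluorescence 525/598 nm.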
Eya2 inh: qHTS Assay for Inhibitors of the Phosphatase Activity of Eya2; Protein phosphatase EYA2 (Homo sapiens), O00167; recombinant Eya2, OMFP fluorescence dephosphorylation (OMFP is methylfluorescein phosphate); Potency, µM (series often up to 76.9 µM), without a hit: top-dose activity, negative = inhibition, actives largely listed as inhibitors; hit rate 0.006% among 330,000; AID 488837, 2010; further: potency means the concentration at half of the fitted maximal effect
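Eya2 protein (added as 0.2 uM solution) was preincubated with compound for 10 min at ambient temperature in 50 mM HEPES pH 7.5, 50 mM NaCl, 5 uM MgCl2, 0.05% BSA, 1 mM DTT. OMFP (added at 50 uM) then reacted 10 min; fluorescence read at 485/525 nm.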
PKM2 activator: qHTS Assay for Activators of Human Muscle isoform 2 Pyruvate Kinase | hit rate 0.34% among 260,000 | Pyruvate kinase PKM (Homo sapiens), P14618 | AID 1631, 2009 | purified PKM2, Kinase-Glo ATP luminescence, activation; response scale: 0% is enzyme alone, no compound | Potency, µM (doses to about 57.5 µM), without a hit: top-dose activation, hits mostly activators; further: potency means the concentration at half of the fitted maximal effect; nearly all actives have a fitted effect of over 55% in size
Target sequence (P14618 whole entry, looked up, canonical isoform): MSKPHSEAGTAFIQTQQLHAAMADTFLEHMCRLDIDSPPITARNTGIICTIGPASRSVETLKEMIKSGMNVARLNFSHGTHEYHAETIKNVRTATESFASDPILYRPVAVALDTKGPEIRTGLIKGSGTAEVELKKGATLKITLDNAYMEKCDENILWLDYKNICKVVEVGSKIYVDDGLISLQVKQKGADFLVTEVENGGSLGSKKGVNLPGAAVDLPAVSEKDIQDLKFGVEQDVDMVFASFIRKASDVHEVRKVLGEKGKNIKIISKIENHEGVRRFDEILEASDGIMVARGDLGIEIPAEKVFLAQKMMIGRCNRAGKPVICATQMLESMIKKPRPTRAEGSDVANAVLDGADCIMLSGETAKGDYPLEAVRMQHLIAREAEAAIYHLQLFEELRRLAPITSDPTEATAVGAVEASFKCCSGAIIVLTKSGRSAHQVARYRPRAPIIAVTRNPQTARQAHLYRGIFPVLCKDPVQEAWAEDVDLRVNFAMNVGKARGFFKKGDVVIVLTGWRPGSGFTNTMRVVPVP
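Kinase-Glo luminescence reports ATP generated from ADP (0.1 mM) and PEP (0.5 mM) by purified hPK-M2 after 1 h at room temperature, pH 7.2 imidazole buffer; intermediate enzyme activity allows detecting inhibitors and activators.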
B2AR arrestin: qHTS assay of beta-arrestin-biased ligands of beta2-adrenergic receptor; Beta-2 adrenergic receptor (Homo sapiens), P07550; beta-arrestin recruitment to beta2AR, cell-based reporter; Potency, µM (doses to about 46.1 µM), for the others: top-dose activation, most hits filed as activators; hit rate 0.02% among 330,000; AID 492947, 2010;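 further: potency means the concentration at half of the fitted maximal effect; 0% = DMSO controls and full agonism = EC100 isoproterenol or metaproterenol; nearly all actives have a fitted effect of over 65% in size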
USP2a block: qHTS Assay for Inhibitors of Ubiquitin-specific Protease USP2a Using CHOP2 as the Reporter; Potency, µM (titrated, usually from 38.3 µM), without a hit: at the highest dose activity change, negative = inhibition, most hits filed as inhibitors; hit rate 0.01% among 330,000; Ubiquitin carboxyl-terminal hydrolase 2 (Homo sapiens), O75604; USP2 core, Ub-CHOP2 coupled fluorogenic reporter, 485/531;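 further: potency means the concentration at half of the fitted maximal effect; plate controls were DMSO wells for no effect and full inhibition by NEM control for full effect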
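USP2 core (10nM final) preincubated 30min RT with compound in 20mM Tris-HCl pH 8.0, 2mM CaCl2, 2mM beta-mercaptoethanol, 0.05% CHAPS; 25nM Ub-CHOP2 plus 25nM reporter substrate added, fluorescence (Ex485/Em531) read after 60min.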
GALK inh: qHTS Assay for Inhibitors of Human Galactokinase (GALK) | P51570 | Potency, µM (titrated, usually from 57.5 µM), inactives show at the highest dose activity change, negative = inhibition, most hits filed as inhibitors | hit rate 0.007% among 270,000 | Purified GALK, Kinase-Glo residual ATP luminescence; further: potency means the concentration at half of the fitted maximal effect
Target sequence (P51570 whole entry, looked up): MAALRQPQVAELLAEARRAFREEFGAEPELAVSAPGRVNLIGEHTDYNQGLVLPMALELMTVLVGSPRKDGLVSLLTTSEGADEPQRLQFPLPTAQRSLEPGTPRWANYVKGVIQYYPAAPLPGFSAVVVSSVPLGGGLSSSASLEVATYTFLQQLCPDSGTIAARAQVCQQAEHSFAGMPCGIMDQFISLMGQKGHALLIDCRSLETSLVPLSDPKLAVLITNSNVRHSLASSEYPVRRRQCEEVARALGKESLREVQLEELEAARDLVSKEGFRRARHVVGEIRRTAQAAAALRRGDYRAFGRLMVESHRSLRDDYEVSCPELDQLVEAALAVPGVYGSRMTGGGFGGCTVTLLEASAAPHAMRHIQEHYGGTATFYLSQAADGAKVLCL
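Kinase-Glo Plus luminescence measured ATP left after a 1 h room-temperature reaction. The reaction used 5 nM GALK, 100 uM galactose and 35 uM ATP at pH 8.0 (20 mM HEPES, 5 mM MgCl2, 60 mM NaCl, 1 mM DTT, 0.01% BSA).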
The depositor's hits bear a star; ? = inconclusive; nt = not tested or not shown; & = joins results of further samples. Unless noted, the call rests on the fitted dose curve; in most records, active means well fitted curve in the direction sought with a large enough effect; inconclusive means small, poorly fitted or top-dose-only effect, or another doubt; inactive means no such curve, though single readings can be large; an effect the other way counts as inactive or inconclusive. Unless noted, on the % scale 0 is the no-effect control and ±100 the full control effect.

SMILES	KCNH2 3.1 inh	uPA surface inh	KCNH2 WT inh	BCR signal inh	Giardia kill	FBPA coupling cs	Eya2 inh	PKM2 activator	B2AR arrestin	USP2a block	GALK inh
CC(SC1=Nc2ccccc2C2CC=NN12)C(=O)NC1(C#N)CCCCC1 (stereo unspecified)	-1.6	-3.3%	-16.5	-2.5%	-23.0	nt	-29.3%	nt	2.7%	0.9%	nt
CCOC(=O)c1nc2sc(C)c(C)c2c(=O)[nH]1	9.0	-2.0%	12.1	-24.0%	5.8	1.5	5.2%	0.1%	0.3%	0.0%	2.8%
O=C1CN(C(=O)COC(=O)c2cccc(S(=O)(=O)NCc3ccccc3)c2)c2ccccc2N1	-1.2	0.0%	5.7	?	-22.3	-0.5	-29.1%	1.6%	0.4%	-0.7%	-1.4%
CCCc1cc(C(=O)Nc2ccccc2SC)no1	-0.3	-14.6%	-1.3	?	-2.7	-6.5	-13.3%	-7.3%	-0.3%	0.0%	0.3%
O=C(CSc1ccc(-c2ccco2)nn1)NCc1ccccc1	4.4	2.1%	-0.6	-5.9%	9.1	-1.1	1.5%	-7.7%	0.3%	0.9%	0.0%
CC1CCCCN1S(=O)(=O)c1ccc(C(=O)Nc2nnc(-c3ccccn3)o2)cc1 (stereo unspecified)	0.5	-1.3%	-0.3	4.6%	12.2	5.5	-2.0%	6.5%	0.1%	-1.3%	0.4%
O=C(Nc1ccc(O)c(-c2nc3ccccc3o2)c1)C1(c2ccccc2)CCCC1	-1.1	nt	1.9	11.0%	19.8	-6.1	-10.9%	-14.3%	0.2%	0.0%	6.6%
CC(C)CC1(C)NC(=O)N(Cc2cc([N+](=O)[O-])cc3c2OCOC3)C1=O (stereo unspecified)	11.0	-2.1%	1.9	?	-1.1	3.5	22.3%	-20.1%	0.3%	-0.9%	nt
CCOc1ccc(C2=[N+]([O-])C(C)(C)N(O)C2(C)C)cc1	8.3	1.7%	-16.1	-16.4%	-5.3	-0.1	7.2%	-6.8%	-0.5%	-2.0%	0.1%
Cc1ccc(NC(=O)C2CC2)cc1S(=O)(=O)N1CCOCC1	20.4	-3.7%	2.0	2.0%	6.4	nt	1.7%	nt	-0.8%	1.3%	nt
Cc1cc(=O)[nH]c(SCC(=O)c2ccc(C)c(C)c2)n1	-0.7	3.8%	1.9	-2.8%	-9.1	7.9	20.5%	3.8%	0.2%	0.2%	-1.7%
CC(Sc1ncc(C#N)c(N)n1)C(=O)Nc1ccccc1 (stereo unspecified)	-1.5	2.2%	-2.1	-2.1%	3.0	-3.8	15.2%	4.47µM*	0.0%	4.2%	2.3%
C=CCOc1ccc(NC(=O)C(=O)NCCCn2ccnc2)cc1	1.3	nt	-4.8	-3.2%	1.3	1.6	5.7%	-3.8%	0.3%	3.1%	-0.9%
C=CCn1c(SCC(=O)N(C)C2CCS(=O)(=O)C2)nnc1-c1ccncc1 (stereo unspecified)	1.7	6.6%	-8.7	-4.0%	-11.3	0.7	-7.4%	-0.2%	-0.2%	0.9%	0.0%
Cc1ccc(OCC(=O)N2N=C(c3ccncc3)CC2(O)C(F)(F)F)cc1C (stereo unspecified)	10.6	-17.7%	-4.3	-16.9%	-24.5	2.8	-1.9%	0.8%	-1.0%	10.2%	-2.0%
Cc1ccc(C(=O)NCC(=O)OCC(=O)NC2CCCCCCC2)cc1	-1.8	-0.3%	1.2	-2.5%	-18.4	nt	-10.9%	6.7%	0.1%	0.7%	-7.3%
COc1ccccc1NC(=O)c1ccc(NC(=O)CSc2n[nH]c(N)n2)cc1	2.8	15.0%	-3.3	-4.8%	16.9	1.4	6.7%	3.1%	-0.1%	0.7%	0.0%
COc1cccc(C2(O)CCN(C(=O)C3CCC3)CC2)c1	-8.9	-1.8%	-2.3	2.3%	2.6	3.7	12.2%	0.6%	-0.6%	3.6%	3.5%
CC(=O)N1CC=CC1(C)C(=O)O (stereo unspecified)	8.5	20.8%	-2.6	3.5%	14.2	-1.1&0.5	2.3%	0.3%&2.2%	-0.7%	0.0%	nt
CC(NC(=O)C1CCN(C(=O)c2cccs2)CC1)c1ccc(S(N)(=O)=O)cc1 (stereo unspecified)	-3.3	9.3%	-3.0	7.3%	-6.3	nt	10.1%	nt	-0.2%	-2.5%	nt
Cc1cc(C)n(CCC(=O)Nc2cccc(F)c2)n1	5.9	6.5%	-8.3	19.3%	13.6	2.0	15.2%	2.4%	-0.2%	0.0%	-0.2%
O=C(Nc1cccnc1Cl)c1cccc(F)c1	nt	nt	nt	-1.7%	nt	3.2	-1.0%	0.0%	0.4%	5.9%	-0.4%
Cc1ccc(CN(Cc2ccco2)C(=O)c2ccco2)cc1	2.0	-10.0%	10.4	-2.2%	10.3	7.7	4.7%	nt	-0.3%	-5.0%	-9.1%
CCC(c1nnc(SCC(=O)Nc2cccc(S(N)(=O)=O)c2)n1-c1ccc(OC)cc1)N(C)C (stereo unspecified)	-4.9	-2.9%	3.6	0.0%	-4.5	-2.8	3.5%	-3.7%	0.2%	1.8%	0.1%
CCCCc1n[nH]c(=S)n1Cc1ccc(C)cc1	-12.9	5.6%	2.2	-9.8%	-5.6	-3.3	3.7%	-2.2%	-0.1%	8.0%	-0.8%
CCCc1nc2ccccc2c(C(=O)N(CC)CC(=O)NCc2cccs2)c1CC	20.1	3.2%	23.3	1.7%	0.1	nt	-34.7%	nt	2.9%	-1.1%	nt
Cc1cccc(OCC(=O)NCCN2CCOCC2)c1	-2.4	nt	-21.8	nt	5.3	3.8	nt	-0.4%	nt	nt	5.8%
COc1ccc(C2C(C#N)=C(N)Oc3cc(O)ccc32)cc1OC (stereo unspecified)	10.7	-8.5%	8.8	-0.3%	-3.0	-1.9	-4.2%	9.5%	0.0%	-1.2%	-1.9%
COc1ccc(-c2cccc(-c3nc4ccc(Cl)cn4c3NC3CCCCC3)c2)cc1	2.5	-4.2%	-6.4	3.8%	2.6	nt	4.4%	nt	0.3%	5.7%	nt
C=CCNC(=O)c1cc2cccc(OC)c2oc1=O	-2.2	-4.0%	3.6	?	6.5	-1.5	-1.0%	-25.4%	-0.8%	-15.2%	2.6%
CC1=NN(c2ccc(C(F)(F)F)cn2)C(=O)C1	nt	-15.1%	5.8	1.5%	-9.2	0.5	9.2%	0.5%	-1.8%	1.9%	nt
NC(=O)c1ccc(N2CCOCC2)nc1	5.3	-0.7%	17.3	?	-20.6	0.4	-3.4%	1.0%	-0.2%	-1.3%	-1.7%
COc1cccc(Oc2c(C)oc3c(CN4CCCC4)c(O)ccc3c2=O)c1	15.5	11.0%	2.1	-2.9%	1.2	2.6	18.5%	0.7%	0.2%	-0.7%	3.5%
COc1ccccc1N1CCN(C(=O)CNC(=O)Cn2cnc3sc(C)c(C)c3c2=O)CC1	17.7	-0.6%	6.9	0.4%	9.0	7.6	-2.2%	4.3%	0.4%	-0.5%	-0.3%
CC(C)CNC(=O)CC(c1ccccc1)c1ccccc1	-9.8	-1.2%	-1.9	-0.6%	-16.5	1.4	-10.9%	-8.5%	0.0%	0.5%	-0.9%
CC1CC(C)CN(C(=O)c2cc(S(=O)(=O)N3CCCCC3)ccc2Cl)C1 (stereo unspecified)	-9.5	?	-7.8	0.5%	7.4	nt	9.6%	nt	0.3%	0.6%	nt
Cc1cnc(NC(=O)C(C)N2CCN(C)CC2)s1 (stereo unspecified)	8.9	4.3%	-3.0	2.5%	1.3	-0.1	-5.1%	-11.4%	0.0%	0.3%	1.5%
COc1cc(C(=O)OCC(=O)NC2CCS(=O)(=O)C2)ccc1OCc1c(C)noc1C (stereo unspecified)	-7.5	2.8%	-4.9	0.0%	-4.8	0.7	0.4%	-20.5%	-0.8%	-0.3%	0.5%
COc1ccc(NC(=O)COc2nsnc2N2CCCCC2)cc1	5.6	nt	13.3	-6.9%	-4.0	2.9	-2.8%	17.2%	-1.0%	1.5%	-1.2%

Source: PubChem BioAssay (National Center for Advancing Translational Sciences (NCATS))
